TRHR enhancer – allosteric enhancers of human TRH receptor; P34981; TRHR cells, fluo-8 calcium fluorescence, EC20 TRH enhancement; enhancement, % at 2 µM; hit rate 0.66% among 360,000; in the data active = enhancement above about 30%; note: 0% is about no effect
Target sequence (P34981 whole entry, looked up): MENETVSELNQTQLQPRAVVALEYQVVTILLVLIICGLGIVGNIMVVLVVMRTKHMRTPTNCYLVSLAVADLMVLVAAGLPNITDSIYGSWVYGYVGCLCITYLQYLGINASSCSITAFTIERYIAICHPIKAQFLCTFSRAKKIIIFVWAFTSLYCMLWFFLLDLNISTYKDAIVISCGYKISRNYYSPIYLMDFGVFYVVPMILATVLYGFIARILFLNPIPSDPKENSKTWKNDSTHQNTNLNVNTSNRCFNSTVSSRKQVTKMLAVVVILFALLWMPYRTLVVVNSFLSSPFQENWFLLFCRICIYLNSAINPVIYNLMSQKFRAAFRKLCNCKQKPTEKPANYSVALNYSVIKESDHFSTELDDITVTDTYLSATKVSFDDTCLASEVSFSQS
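Enhancer read-out: after compound pinning and an initial kinetic agonist-mode read, an EC20 of TRH (10 nM final) was injected and fluo-8 calcium signal (Ex 480/Em 530) followed at 1 s/cycle for 100 cycles in TRHR-expressing cells.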
D2 agonist – agonists of human D2 dopamine receptor; P14416; HEK293 T-REx D2 cells, calcium flux agonist mode; activation, % at 2 µM; hit rate 0.53% among 340,000;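 active = activation over 3 SD above normal in the single-dose calcium agonist read, cut at about 30% in these data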; note: 0% is about no effect
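Tetracycline-induced HEK293 Trex cells with D2 receptor force-coupled to calcium signaling, plated overnight at 30 C and loaded with no-wash calcium dye. Calcium flux read kinetically for 180 s after compound addition; responses flag agonists.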
TrxR1 substrate – rat thioredoxin reductase 1 substrate activity. purified TrxR1 substrate turnover, NADPH consumption readout. O89049. Potency, µM (series often up to 114 µM), for the others: at the top dose activity change, negative = substrate turnover. AID 588456. hit rate 0.01% among 390,000; note: potency is the fitted concentration of half-maximal effect; % is set by controls: 0 for no effect and ±100 for the full control effect; nearly all actives have a fitted effect of over 50% in size
Target sequence (O89049 whole entry, looked up): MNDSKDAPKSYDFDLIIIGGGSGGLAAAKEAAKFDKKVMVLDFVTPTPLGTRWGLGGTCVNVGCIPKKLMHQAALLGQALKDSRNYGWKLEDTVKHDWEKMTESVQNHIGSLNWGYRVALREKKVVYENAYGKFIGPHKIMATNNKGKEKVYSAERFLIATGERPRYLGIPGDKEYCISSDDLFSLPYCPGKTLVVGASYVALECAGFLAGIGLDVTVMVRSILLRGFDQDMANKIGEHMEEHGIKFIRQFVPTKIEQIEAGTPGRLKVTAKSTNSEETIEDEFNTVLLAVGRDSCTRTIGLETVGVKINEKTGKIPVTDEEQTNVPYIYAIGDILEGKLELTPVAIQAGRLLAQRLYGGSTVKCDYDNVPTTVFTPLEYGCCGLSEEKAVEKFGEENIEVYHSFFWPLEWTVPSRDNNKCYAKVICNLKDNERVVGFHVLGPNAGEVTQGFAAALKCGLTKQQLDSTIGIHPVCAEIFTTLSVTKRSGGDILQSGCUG
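Rat TrxR1, dispensed at 90 nM, was prereduced with 400 uM NADPH (final) for 5 min at ~22 deg C, then incubated with compound 15 min before 400 uM selenite. A first-read NADPH fluorescence drop versus no-compound background flagged substrates.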
Pin1 inh – human Pin1 inhibition. hit rate 0.009% among 390,000. Pin1 FP peptide displacement, HiFluor488, 10 min. Potency, µM (titrated, usually from 115 µM), inactives show at the highest dose activity, negative = inhibition, actives largely listed as inhibitors; active = well fitted inhibition curve with a large enough effect in the polarisation, with a control signal flat, not every such curve was filed as active; inconclusive = small, poorly fitted or top-dose-only effect, or effect the other way, or a change in a side signal; inactive = no such curve, though single readings can be large or run the other way; the % refers to the polarisation; note: potency is the fitted concentration of half-maximal effect; % is set by controls: 0 for no effect and ±100 for the full control effect
Target sequence (Q13526 whole entry, looked up): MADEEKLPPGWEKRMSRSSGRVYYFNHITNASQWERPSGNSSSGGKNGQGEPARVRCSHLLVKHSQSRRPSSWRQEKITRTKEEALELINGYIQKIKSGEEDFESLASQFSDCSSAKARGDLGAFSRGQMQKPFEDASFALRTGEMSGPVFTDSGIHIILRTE
USP1-UAF1 inh – blocks the human USP1/UAF1 deubiquitinase complex | recombinant USP1/UAF1, Ub-Rhodamine cleavage fluorescence | O94782 | AID 743255 | Potency, µM (top dose mostly 57.1 µM), for the others: at the top dose activity change, negative = inhibition, hits mostly inhibitors | hit rate 0.23% among 390,000; note: potency is the fitted concentration of half-maximal effect; % is set by controls: 0 for no effect and ±100 for the full control effect; nearly all actives have a fitted effect of over 60% in size; inactives centre near -12
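USP1/UAF1 complex (1 nM) preincubated 15 min at room temperature with compound, then Ub-Rho substrate (150 nM final) added. Kinetic fluorescence at 480/540 nm over 6 reads at 60 s intervals; 50 mM HEPES pH 7.8, 0.5 mM EDTA, 0.1 mg/ml BSA, 1 mM TCEP, 0.01% Tween-20.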
rTrxR1 inhibitor – rat TrxR1 inhibition. recombinant rTrxR1, NADPH fluorescence consumption, selenite substrate. Potency, µM (series often up to 114 µM), for inactives: at the top dose activity change, negative = inhibition, most hits filed as inhibitors. hit rate 1% among 390,000. O89049; note: potency is the fitted concentration of half-maximal effect; % is set by controls: 0 for no effect and ±100 for the full control effect; nearly all actives have a fitted effect of over 65% in size
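Rat TrxR1 (90 nM in the dispensed reagent) was pre-reduced with 400 uM NADPH for 5 min at room temperature, then incubated with compound for 15 min. After 400 uM selenite was added, NADPH fluorescence (Ex 340/Em 450 nm) was followed for 8 min.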
D2 antag – antagonizes the human D2 dopamine receptor. P14416. HEK293 TREx D2 cells, calcium flux, dopamine EC80. inhibition, % at 10 µM. hit rate 2% among 340,000; in the data active = inhibition above about 30%; note: 0% is about no effect
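HEK293 T-REx D2 cells, tet-induced, calcium dye no-wash. Cpd pintool add, 180 s kinetic, then EC80 DA, 180 s kinetic. Ca flux read.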
IDH1 R132H inh – human IDH1 R132H inhibition; hit rate 0.093% among 390,000; IDH1-R132H enzyme, NADPH consumption, diaphorase/resazurin fluorescence; O75874; Potency, µM (doses to about 76.6 µM), for the others: top-dose activity change, negative = inhibition, hits mostly inhibitors; note: potency is the fitted concentration of half-maximal effect; % is set by controls: 0 for no effect and ±100 for the full control effect; nearly all actives have a fitted effect of over 65% in size
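IDH1-R132H (0.5 ug/mL dispensed) in pH 7.5 Tris buffer was preincubated 30 min with compound, then given a substrate mix of 0.016 mM NADPH and 2 mM alpha-KG for 80 min at room temperature; remaining NADPH was read by diaphorase/resazurin fluorescence.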
TRHR ag – TRH receptor (human) agonism; P34981; TRHR cells, calcium flux fluo-8, FDSS agonist mode; activation, % at 2 µM; hit rate 0.18% among 360,000; in the data active = activation above about 30%; note: 0% is about no effect
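Fluo-8-loaded TRHR cells; 10 s baseline, compound added, kinetic Ca2+ fluorescence read 1/s, agonist mode.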
An asterisk follows results filed as active; ? = inconclusive; . = no result given; [ ] = dose if it differs, or a comment. Unless noted, calls come from the whole dose curve; as a rule, active = well fitted inhibition curve with a large enough effect; inconclusive = small, poorly fitted or top-dose-only effect; inactive = no such curve, though single readings can be large or run the other way. These rows are one share of the data; count on the stated rates, not on these rows.

Letter code – A = TRHR enhancer; B = D2 agonist; C = TrxR1 substrate; D = Pin1 inh; E = USP1-UAF1 inh; F = rTrxR1 inhibitor; G = D2 antag; H = IDH1 R132H inh; I = TRHR ag
#1 COc1ccc(-c2ccc(/C=N/NC(=O)c3cccnc3)o2)c([N+](=O)[O-])c1
  A = -2; B = .; C = -22%[57.1 µM]; D = 30%[activator]; E = -6%; F = -4%[57.1 µM]; G = .; H = 4%; I = 2.8
#2 Cc1c(NC(=O)C2CCN(S(=O)(=O)c3cccs3)CC2)c(=O)n(-c2ccccc2)n1C
  A = -1; B = 0.4; C = 9%; D = -7%; E = -9%; F = 27%; G = 17; H = -6%; I = 0.5
#3 Cc1cc2c(cc1C)NC(=O)CC(c1ccccc1)=N2
  A = .; B = .; C = 7%[57.1 µM]; D = -4%; E = -18%; F = 14%[11.4 µM]; G = .; H = 5%; I = .
#4 CCOC(=O)COc1ccc(CCNC(C)=O)cc1
  A = 29; B = 0.8; C = 1%; D = 1%; E = 3%; F = 10%; G = 11; H = 8%; I = 0.1
#5 O=c1c(-c2ccccc2Cl)c[nH]n1-c1ccccc1
  A = -4; B = 0.8; C = -5%; D = -1%; E = -8%; F = 10%; G = 5; H = 9%; I = 0.2
#6 Cc1cccc(NCc2nc(SCC(=O)Nc3ccccc3Br)n[nH]2)c1
  A = -5; B = 0.5; C = 5%; D = -3%; E = -22%; F = 16%; G = -8; H = 4%; I = -0.1
#7 O=C(CN(Cc1ccccc1)S(=O)(=O)c1ccc(F)cc1)NCc1ccccn1
  A = -11; B = 0.1; C = -1%; D = 1%; E = 0%; F = 7%; G = 2; H = 4%; I = -0.1
#8 COc1cccc(CN2C(=O)C3(C(C#N)=C(N)OC4=C3C(=O)CCC4)c3ccccc32)c1 (centres undefined)
  A = -5; B = -0.4; C = 7%; D = 3%; E = -4%; F = 9%; G = -29; H = 5%; I = -0.2
#9 Cn1cc(Br)c(C(=O)NNC(=O)c2ccccc2)n1
  A = 32*; B = 0.7; C = 4%; D = -9%; E = 2%; F = 7%; G = -4; H = 0%; I = -0.1
#10 Cc1ccc(CNC(=O)C(C)n2c(=O)cc(C(F)(F)F)c3c(C)nn(C)c32)cc1 (centres undefined)
  A = 0; B = 0.7; C = 13%[57.1 µM]; D = 7%; E = -3%; F = 17%[57.1 µM]; G = .; H = 13%; I = -0.1
#11 CCOc1cc2c(cc1OCC)C(c1ccc(C(=O)O)cc1)NCC2 (centres undefined)
  A = -6; B = 1.0; C = 0%; D = -7%; E = -19%; F = -3%; G = 19; H = 3%; I = -0.4
#12 COc1ccc(NC(=O)c2ccco2)cc1N
  A = -1; B = 0.6; C = -5%; D = -2%; E = 2%; F = 2%; G = 4; H = -4%; I = -0.2
#13 c1nc(N2CCOCC2)c2[nH]cnc2n1
  A = .; B = .; C = -2%[57.1 µM]; D = -2%; E = -1%; F = -8%; G = .; H = -4%; I = .
#14 CS(=O)(=O)Nc1cccc(-c2cnc3ccccc3n2)c1
  A = 4; B = 2.3; C = -4%; D = -5%; E = -16%; F = 8%; G = 1; H = 4%; I = 0.0
#15 Cc1cc(C(=O)NC(C)C2CCCO2)c(C)o1 (centres undefined)
  A = 4; B = 0.3; C = 2%; D = -3%; E = 7%; F = 28%[2.29 µM]; G = 9; H = 4%; I = 0.7
#16 COc1ccc(CCNC(=O)c2ccccc2NC(=O)CN2CCN(c3ccccc3O)CC2)cc1
  A = 9; B = -0.5; C = -10%; D = 4%; E = -24%; F = -6%; G = -14; H = 4%; I = 0.0
#17 CCN(c1ccccc1)S(=O)(=O)c1cc(NC(=O)CN2CCN(C)CC2)ccc1Cl
  A = .; B = .; C = 3%[2.29 µM]; D = -3%; E = -7%; F = -5%[2.29 µM]; G = .; H = -2%; I = .
#18 Cc1csc2nc(COC(=O)c3cccc(NC(=O)c4cccc(Cl)c4)c3)cc(=O)n12
  A = -3; B = 0.9; C = 2%[57.1 µM]; D = 54%[activator]; E = -17%; F = 7%[57.1 µM]; G = .; H = 2%; I = 0.7
#19 CC(C)c1cnc2c(c1SCC(=O)Nc1cccc(F)c1)c(=O)n(C)c(=O)n2C
  A = -5; B = -0.3; C = -1%[57.1 µM]; D = -10%; E = -11%; F = 6%[57.1 µM]; G = .; H = -6%; I = 0.1
#20 Cc1cccnc1NC(=O)CCCc1c[nH]c2ccccc12
  A = 2; B = -0.1; C = 6%; D = 5%; E = -17%; F = 0%; G = -1; H = 0%; I = -0.4
#21 O=C(COc1ccc(-c2nnco2)cc1)N1CCN(S(=O)(=O)c2ccc3ccccc3c2)CC1
  A = 8; B = 0.1; C = 1%; D = -1%; E = -18%; F = 3%; G = -3; H = -4%; I = -0.9
#22 COc1ccc(OC)c(/C=C2\S/C(=N/NC(=O)c3ccc4ccccc4c3)NC2=O)c1
  A = -1; B = -0.8; C = 1%; D = ?; E = 12%; F = 6%; G = -7; H = -16%; I = 2.1
#23 O=C1NCCN1c1ccc(CN2CCN(C3CCCCC3)C(CCO)C2)cc1 (centres undefined)
  A = 0; B = 0.8; C = -9%; D = 1%; E = -12%; F = 5%[57.1 µM]; G = 1; H = 2%; I = 0.2
#24 COc1ccc(NC(=O)CN2CCN(c3ccccc3Cl)CC2)cc1
  A = -6; B = -0.2; C = 3%; D = 1%; E = -3%; F = -9%; G = -13; H = 1%; I = 0.0
#25 C=CCn1ncc(OC)c(Cl)c1=O
  A = 9; B = 0.1; C = 3%; D = -9%; E = -11%; F = 27%; G = -9; H = 0%; I = 0.6

(list continues)
Letter code – A = TRHR enhancer; B = D2 agonist; C = TrxR1 substrate; D = Pin1 inh; E = USP1-UAF1 inh; F = rTrxR1 inhibitor; G = D2 antag; H = IDH1 R132H inh; I = TRHR ag
#26 CC(=O)Cc1nsc(NC(=O)C2Cc3ccccc3C(=O)O2)n1 (centres undefined)
  A = 19; B = 0.1; C = 10%; D = 0%; E = -18%; F = -20%[57.1 µM]; G = -6; H = 2%; I = -0.6
#27 CCN(CC(=O)Nc1cccc(F)c1)Cc1nc2ccccc2c(=O)[nH]1
  A = -1; B = -1.7; C = 9%; D = 1%; E = -13%; F = 31%[57.1 µM]; G = 12; H = 4%; I = -0.2
#28 Cc1cccc2cc(CN(Cc3ccccc3)C(=O)c3cccc(F)c3)c(Cl)nc12
  A = 11; B = 0.3; C = 10%; D = -1%; E = -5%; F = 40%[activator]; G = -34; H = 4%; I = 1.1
#29 C=CCn1c(-c2ccccc2[N+](=O)[O-])n[nH]c1=S
  A = 0; B = -0.1; C = 5%[57.1 µM]; D = -1%; E = -22%; F = 8%[57.1 µM]; G = -2; H = 22%; I = -0.1
#30 Cc1cc(=O)oc(C)c1C(=O)Nc1ccc2nsnc2c1
  A = 4; B = -0.4; C = 39%[activator]; D = 2%; E = -13%; F = 1%; G = 19; H = 8%; I = -0.6
#31 COC(=O)C1=C(C)N(C)C(C)=C(C(=O)OC)C1c1ccccn1
  A = 1; B = 1.2; C = 9%[57.1 µM]; D = 0%; E = -14%; F = -8%; G = -5; H = 1%; I = -0.3
#32 CC1CCCC(C(=O)OCc2ccccc2)N1 (centres undefined)
  A = 2; B = 0.3; C = 2%; D = 1%; E = -3%; F = -4%; G = -20; H = 10%; I = 0.5
#33 NNc1nc(-c2ccccc2Cl)nc2sc3c(c12)CCCC3
  A = -3; B = 0.3; C = -8%; D = 37%[activator]; E = -6%; F = -1%; G = -7; H = 13%; I = -0.6
#34 CC(=O)N1CCc2c(sc(NC(=O)C3CCCN3S(=O)(=O)c3cccs3)c2C#N)C1 (centres undefined)
  A = 6; B = 0.0; C = 2%; D = 6%; E = -9%; F = 0%; G = -6; H = 6%; I = 0.0
#35 CC(C)CC(c1nnnn1C1CCCCC1)N1CCN(C(=O)c2ccco2)CC1 (centres undefined)
  A = -12; B = 0.4; C = -3%; D = 4%; E = -12%; F = 9%[57.1 µM]; G = -11; H = 3%; I = 0.2
#36 COc1cccc(C(=O)NC2CCCc3ccccc32)c1OC (centres undefined)
  A = -1; B = 1.0; C = -13%[57.1 µM]; D = 1%; E = -14%; F = 25%[57.1 µM]; G = 15; H = 8%; I = 0.0
#37 Cc1ccc(S(=O)(=O)N2CCOC23CCN(C(=O)C(=O)NCc2ccccc2)CC3)cc1
  A = -6; B = -0.7; C = -4%; D = -6%; E = -17%; F = -4%; G = 14; H = 6%; I = 0.3
#38 C/C(=N\NC(=O)c1ccoc1C)c1ccc(Cl)s1
  A = -6; B = -0.1; C = 8%; D = -1%; E = -23%; F = 20%; G = 12; H = 4%; I = -0.5

Entries of single compounds, quoted from the list. Screens in order: TRHR enhancer, D2 agonist, TrxR1 substrate, Pin1 inh, USP1-UAF1 inh, rTrxR1 inhibitor, D2 antag, IDH1 R132H inh, TRHR ag
NNc1nc(-c2ccccc2Cl)nc2sc3c(c12)CCCC3 is entered as -3, 0.3, -8%, 37%[activator], -6%, -1%, -7, 13%, -0.6
CC(=O)Cc1nsc(NC(=O)C2Cc3ccccc3C(=O)O2)n1 (centres undefined) is entered as 19, 0.1, 10%, 0%, -18%, -20%[57.1 µM], -6, 2%, -0.6
CC1CCCC(C(=O)OCc2ccccc2)N1 (centres undefined) is entered as 2, 0.3, 2%, 1%, -3%, -4%, -20, 10%, 0.5
Cc1cccc2cc(CN(Cc3ccccc3)C(=O)c3cccc(F)c3)c(Cl)nc12 is entered as 11, 0.3, 10%, -1%, -5%, 40%[activator], -34, 4%, 1.1

Some values from the list:
For Pin1 inh, no. 28 shows -1%
For Pin1 inh, no. 35 shows 4%
For TrxR1 substrate, no. 33 shows -8%
For TRHR ag, no. 34 shows 0.0
For USP1-UAF1 inh, no. 31 shows -14%

High-throughput results from PubChem BioAssay.
